PMI activator: phosphomannose isomerase (human) activation | purified human PMI, coupled resazurin fluorescence, 20 min; active compounds read high; 1 = vehicle control, 0 substrate-free wells | activation factor at 20 µM | 0.005% of 190,000 active | AID 1214;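 active = activation factor of 2 or more at 20 µM, relative to plate controls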
Target sequence (P34949 whole entry, looked up): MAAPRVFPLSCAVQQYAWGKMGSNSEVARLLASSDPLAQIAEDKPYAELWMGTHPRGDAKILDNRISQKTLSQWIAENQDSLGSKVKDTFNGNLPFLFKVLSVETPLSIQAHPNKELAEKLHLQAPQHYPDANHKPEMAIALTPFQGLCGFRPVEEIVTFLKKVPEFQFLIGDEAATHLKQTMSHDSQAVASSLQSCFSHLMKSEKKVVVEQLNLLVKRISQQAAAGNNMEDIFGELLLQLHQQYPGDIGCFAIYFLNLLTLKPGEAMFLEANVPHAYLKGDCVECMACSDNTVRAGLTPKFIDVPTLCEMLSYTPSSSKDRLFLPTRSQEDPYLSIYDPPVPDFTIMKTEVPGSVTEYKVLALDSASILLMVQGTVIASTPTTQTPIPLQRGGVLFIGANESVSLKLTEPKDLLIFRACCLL
Diaph inh CS: counter-screen for diaphorase-based assays: diaphorase inhibitors and chemical oxidizers | 0.69% of 190,000 active | diaphorase resazurin-to-resorufin fluorescence, NADH, 16 min; bacterial (C. kluyveri) enzyme, not human | AID 1217 | inhibition, % at 20 µM;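 active = primary screen inhibition at 20 µM above a set limit, cut at about 50% in these data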;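 note: plate controls were DMSO with full reaction for no effect and wells lacking NADH for full effect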
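Test system: bacterial diaphorase enzyme (C. kluyveri); Quantity: 0.14 U/mL diaphorase, enzyme working solution; Times: reaction incubation of 16 min at room temperature; Measured by: fluorescence of resorufin formed from resazurin, Ex 544/Em 590 nm; Benchmarks: positive control minus NADH, DMSO neutral control.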
TNAP act hi DEA: TNAP (human) activation, high acceptor; activation factor at 20 µM; AID 1136; purified TNAP, CDP-star luminescence, 1 M DEA, 30 min; active compounds read high; 0 = EDTA background, 1 = DMSO-only activity; P05186; 200,000 tested, under 10 active;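 active = activation factor at least 2 at 20 µM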
Target sequence (P05186 whole entry, looked up): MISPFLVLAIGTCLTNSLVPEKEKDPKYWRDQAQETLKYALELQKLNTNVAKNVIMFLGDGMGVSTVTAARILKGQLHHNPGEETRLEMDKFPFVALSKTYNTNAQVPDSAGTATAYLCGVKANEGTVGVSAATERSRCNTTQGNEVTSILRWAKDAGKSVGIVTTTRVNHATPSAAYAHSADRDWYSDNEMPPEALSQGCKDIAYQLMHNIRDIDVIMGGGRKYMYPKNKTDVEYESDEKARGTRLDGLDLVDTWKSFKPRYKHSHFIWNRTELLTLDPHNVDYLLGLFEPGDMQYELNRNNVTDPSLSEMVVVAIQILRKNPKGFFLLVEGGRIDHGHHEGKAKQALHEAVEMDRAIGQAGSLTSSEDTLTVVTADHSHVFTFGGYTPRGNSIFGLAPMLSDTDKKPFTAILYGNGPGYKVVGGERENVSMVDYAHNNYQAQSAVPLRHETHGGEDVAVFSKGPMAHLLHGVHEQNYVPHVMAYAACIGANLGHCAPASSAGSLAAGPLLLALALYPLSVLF
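Measured by: Luminescent substrate turnover signal | Test system: Human TNAP | Input: TNAP 1/800 final | Dosing: 20 µM single point | Schedule: 30 min, room temperature | Controls: EDTA wells as negative control, DMSO wells as positive control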
Lmaj promast: inhibitors of Leishmania major promastigote growth | Leishmania major promastigotes, resazurin fluorescence viability | inhibition, % at 10 µM | 9% of 200,000 active | AID 1063; in the data active = inhibition above about 50%;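 note: promastigotes grown with compound for 44 hours at 28 °C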
PMI act satM6P: activators of human phosphomannose isomerase at near-saturating mannose 6-phosphate; AID 1216; P34949; coupled PMI enzyme assay, resazurin fluorescence, 20 min; active compounds read high; 1 = untreated enzyme, 0 = substrate-free blank; activation factor at 20 µM; 0.34% of 190,000 active;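 active = activation factor of 2 or more at 20 µM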
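Technique: Diaphorase-driven resazurin-to-resorufin fluorescence, excitation 544, emission 590 nm | Assay system: Human PMI in coupled enzyme assay | Times: Enzyme reaction with compound 20 min at room temperature | Medium: HEPES-buffered pH 7.4 with magnesium and detergent | Reagent: Mannose-6-phosphate 1.0 mM (near-saturating) plus 0.22 mM NADP+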
TNAP inh hiacc: TNAP (human) inhibition, high acceptor; purified TNAP, CDP-star luminescence, 1 M DEA; AID 1135; inhibition, % at 20 µM; P05186; 0.03% of 200,000 active;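 active = over 50% inhibition of tissue-nonspecific alkaline phosphatase at 20 µM in the single-dose screen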;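 note: plate controls were DMSO wells for no effect and EDTA-quenched wells as full inhibition for full effect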
bIAP act: increases bovine intestinal alkaline phosphatase activity; 0.17% of 200,000 active; AID 1016; activation factor at 20 µM; purified bovine IAP, CDP-star luminescence, 30 min; active compounds read high; fold of DMSO-control signal, blank-subtracted;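 active = activation factor of 2 or more at 20 µM, a signal rise over negative controls twice the positive control's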
TNAP inh noacc: TNAP (human) inhibition, acceptor-free conditions; purified TNAP, CDP-star luminescence, 30 min; inhibition, % at 20 µM; 0.26% of 200,000 active; P05186;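 active = tissue-nonspecific alkaline phosphatase inhibition above about 50% at 20 µM in the single-dose screen, limit read from the data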;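 note: 0% = DMSO negative control and 100% = EDTA positive control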
bIAP inhibitor: intestinal alkaline phosphatase (bovine) inhibition | inhibition, % at 20 µM | purified bovine IAP, CDP-star luminescence, 30 min | 190,000 tested, under 10 active;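 active = over 50% inhibition of intestinal alkaline phosphatase at 20 µM in the single-dose screen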
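Assay system – bovine IAP enzyme · Quantity – bovine IAP at 1/65,000,000 final dilution · Detection – CDP-star luminescence signal · Times – 30 min reaction at room temperature · Also added – CDP-star substrate at 30 µM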
Diaphorase act: counter-screen for diaphorase-based assays: diaphorase activators and chemical reducers | 0.005% of 190,000 active | activation factor at 20 µM | AID 1229 | Diaphorase/resazurin coupled assay, resorufin fluorescence, 16 min; active compounds read high; 1 = vehicle wells, 0 = NADH-free wells;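 active = diaphorase activity raised at least twofold by the compound at 20 µM; inactive = activation factor below 2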
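Material: purified diaphorase enzyme from Clostridium kluyveri / Medium: HEPES pH 7.4 buffer with MgCl2 and Tween 20 / Schedule: enzyme reaction of 16 min at room temperature / Measured by: resorufin fluorescence, excitation 544 nm, emission 590 nm / Evaluation: rise in resorufin formation, marking diaphorase activation or chemical reduction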
Active calls of the source: *.

SMILES | PMI activator | Diaph inh CS | TNAP act hi DEA | Lmaj promast | PMI act satM6P | TNAP inh hiacc | bIAP act | TNAP inh noacc | bIAP inhibitor | Diaphorase act
CC(C)(O)C1=NOC(c2ccccc2)C1 (centres undefined) | 1.2 | 20 | 1 | 4 | 1.5 | -2 | 0.9 | -10 | 6 | 0.8
CCOC(=O)C1(Cc2cccc(OC)c2)CCN(C/C=C/c2ccc(OC)cc2)CC1 | 0.9 | 5 | 1 | 37 | 1 | -4 | 1 | -6 | 4 | 0.9
COc1ccc(/C=c2/sc3nc(-c4ccccc4)c(-c4ccccc4)n3c2=O)cc1 | 0.8 | 9 | 0.9 | -4 | 0.9 | 7 | 1.1 | 14 | -7 | 0.9
CCC(C(=O)NNC(=O)c1cnccn1)c1ccccc1 (centres undefined) | 0.8 | 11 | 1 | -2 | 0.9 | 4 | 0.7 | -148 | 31 | 0.9
N#Cc1ccc(-c2nc3ccccc3nc2-c2ccccc2)cc1C#N | 1.1 | 5 | 0.9 | 1 | 1 | 6 | 0.9 | -18 | 6 | 1
CC(C)NC(=S)N/N=C/c1c[nH]c2ccccc12 | 0.9 | 22 | 1 | 66* | 0.9 | 1 | 0.6 | -34 | 38 | 0.8
COc1ccccc1NC(=O)COc1cc(C)nc(C(C)C)n1 | 0.9 | 22 | 1 | -3 | 0.9 | -5 | 1 | -12 | 1 | 0.8
CCc1cc2ccc(OC)cc2nc1SCC(=O)NNC(C)=O | 0.9 | 5 | 1.1 | -1 | 0.9 | -5 | 1.2 | -19 | -18 | 0.9
COc1ccc(C2=NOC3(CC(=O)N(c4ccc5ccccc5c4)C3=O)C2)c(OC)c1 (centres undefined) | 1 | 7 | 1 | -6 | 0.9 | -3 | 1.1 | -4 | -7 | 0.9
COc1cc(/C=N/NC(N)=S)ccc1OCC(=O)Nc1ccc(C)c(C)c1 | 0.9 | 6 | 1 | -4 | 1 | -2 | 0.8 | 0 | 18 | 0.9

The last five records of the section before lead into the next.
SMILES | PMI activator | Diaph inh CS | TNAP act hi DEA | Lmaj promast | PMI act satM6P | TNAP inh hiacc | bIAP act | TNAP inh noacc | bIAP inhibitor | Diaphorase act
CC(C)NC(=S)N/N=C/c1c[nH]c2ccccc12 | 0.9 | 22 | 1 | 66* | 0.9 | 1 | 0.6 | -34 | 38 | 0.8
COc1ccccc1NC(=O)COc1cc(C)nc(C(C)C)n1 | 0.9 | 22 | 1 | -3 | 0.9 | -5 | 1 | -12 | 1 | 0.8
CCc1cc2ccc(OC)cc2nc1SCC(=O)NNC(C)=O | 0.9 | 5 | 1.1 | -1 | 0.9 | -5 | 1.2 | -19 | -18 | 0.9
COc1ccc(C2=NOC3(CC(=O)N(c4ccc5ccccc5c4)C3=O)C2)c(OC)c1 (centres undefined) | 1 | 7 | 1 | -6 | 0.9 | -3 | 1.1 | -4 | -7 | 0.9
COc1cc(/C=N/NC(N)=S)ccc1OCC(=O)Nc1ccc(C)c(C)c1 | 0.9 | 6 | 1 | -4 | 1 | -2 | 0.8 | 0 | 18 | 0.9
CCn1c(C)nc2cc(S(N)(=O)=O)ccc21 | 1 | 16 | 1 | -8 | 1.1 | -1 | 1.1 | -6 | -11 | 0.8
CN1CCC(=NOc2ccc([N+](=O)[O-])cc2)CC1 | 1.1 | -2 | 1 | 1 | 1.1 | -4 | 1 | -10 | 1 | 1
CCn1c(=O)c2c(nc3n2CCN3c2ccccc2)n(C)c1=O | 1.1 | -8 | 1 | -4 | 1 | -5 | 1 | -2 | 3 | 1.1
CCOC(=O)c1nc(NNC(C)=O)sc1C | 1 | 1 | 1 | -2 | 1 | -4 | 1.3 | -114 | -27 | 1
Oc1ccc(/C=N/NC2=NCCCCC2)c(O)c1 | 1 | 6 | 1 | 11 | 1 | 2 | 0.9 | -2 | 8 | 0.9
O=C(CSc1nnc(-c2cccc(Cl)c2)o1)Nc1ccc2c(c1)OCCO2 | 1 | 3 | 0.9 | -3 | 1.1 | 10 | 0.9 | 4 | 14 | 1
COc1cccc(-c2nc(CS(=O)(=O)c3ccccc3)no2)c1 | 1 | -5 | 1 | -2 | 1 | 0 | 0.9 | -1 | 12 | 1.1
O=C(Nc1nc2ccc(F)cc2s1)C1=NN(c2ccccc2)C(=O)CC1 | 0.8 | 16 | 1 | -3 | 0.9 | 2 | 1.1 | -4 | -13 | 0.8
CCCc1cc(C(=O)N2CCN(C(c3ccccc3)c3ccccc3)CC2)no1 | 0.8 | 12 | 1 | 1 | 0.9 | 0 | 1.1 | -5 | -14 | 0.9
Cc1ccc(-c2csc(NC(=S)NC(=O)c3cc4ccccc4o3)n2)cc1 | 0.9 | 10 | 1 | 36 | 1 | 2 | 0.8 | 7 | 18 | 0.9
Cc1ccccc1N(CC(=O)Nc1ccc(S(=O)(=O)N2CCOCC2)cc1)S(C)(=O)=O | 1 | 0 | 1.1 | 9 | 1.1 | -7 | 1.2 | -8 | -17 | 1
O=C1CC(c2ccco2)CC(O)=C1C=NCCN1CCN(C2CC(=O)N(c3ccccc3)C2=O)CC1 (centres undefined) | 1.1 | 6 | 1 | -5 | 1 | 0 | 0.9 | -2 | 6 | 0.9
C=CCOc1cccc(CNCCCN2CCOCC2)c1 | 1.1 | -6 | 1 | 1 | 1 | 1 | 1 | -4 | 4 | 1.1
O=c1c2cc(Br)ccc2nc(-c2ccc([N+](=O)[O-])cc2)n1O | 1 | 17 | 1 | -12 | 1.2 | -4 | 0.9 | -4 | 12 | 0.8
O=C(CC1CCCCC1)NCCOc1ccccc1 | 1.1 | 3 | 1 | 0 | 1.1 | -3 | 0.9 | -8 | 8 | 1
COCC(C)Nc1ccc(S(=O)(=O)N2CCCC2)cc1[N+](=O)[O-] (centres undefined) | 1.2 | -2 | 1 | 3 | 1.1 | 5 | 0.6 | -1 | 38 | 1
COc1ccc(C(=O)NCc2nnc(SCC(=O)Nc3ccc4c(c3)OCO4)o2)cc1 | 0.9 | 10 | 1.1 | -4 | 0.8 | -8 | 1 | -14 | -4 | 0.9
COC(=O)c1sccc1NC(=O)c1cccnc1 | 0.8 | 12 | 1 | 1 | 0.9 | 0 | 1 | -5 | 0 | 0.9
CCNC(=O)c1cc2c(=O)n3cccc(C)c3nc2n(Cc2ccc(C)cc2)c1=N | 1 | 1 | 1 | 49 | 1.1 | -2 | 0.9 | -5 | 10 | 1
Cc1nc2ccccc2nc(C)c1=NOCc1ccc(C#N)cc1 | 0.9 | 11 | 1 | -2 | 1 | 4 | 1 | -5 | 1 | 0.9
CCOc1ccccc1N1CC(C(=O)Nc2ccc3c(c2)OCCO3)CC1=O (centres undefined) | 1 | 5 | 1 | 0 | 1 | -1 | 1.2 | -12 | -18 | 0.9
COc1cccc2c3c(c(=O)[nH]c12)CCC(C)(C)O3 | 1 | 5 | 1 | 16 | 1.1 | -1 | 1 | -7 | -4 | 0.9
O=C(CCc1nnc(-c2ccc3c(c2)OCO3)o1)N(Cc1ccncc1)CC1CCCO1 (centres undefined) | 1 | -6 | 1 | -1 | 1.1 | -1 | 1 | -7 | -1 | 1.1
Cc1ccc(N(CC(=O)NC2CCCC2)C(=O)c2ccc(C)s2)cc1 | 1 | -9 | 1 | 19 | 1.1 | -3 | 1.1 | -8 | -10 | 1.1
CCCOc1ccc(-c2nc(C#N)c(N3CCC(C(N)=O)CC3)o2)cc1 | 0.9 | 16 | 1 | 1 | 1 | -3 | 1 | -11 | 2 | 0.8
O=C(NCc1cccnc1)c1ccc(NC(=O)c2ccco2)cc1 | 1 | 9 | 1.1 | 1 | 1 | -6 | 0.8 | -6 | 16 | 0.9
O=C(C(c1ccccc1)c1ccccc1)N1CCN(Cc2ccc(Br)cc2)CC1 | 0.9 | 22 | 1 | 26 | 0.9 | -4 | 1 | -6 | 4 | 0.8
CC(C)C(C)NC(=O)CN1C(=O)NC2(CCCc3ccccc32)C1=O (centres undefined) | 1 | 9 | 1 | -5 | 1 | -4 | 1.1 | -12 | -6 | 0.9
CCCn1c(C)cc(C)c(C#N)c1=O | 0.9 | 6 | 1 | 2 | 1 | -1 | 0.9 | -11 | 11 | 0.9
O=C(COc1ncnc2sccc12)NC1CCCc2ccccc21 (centres undefined) | 0.9 | 6 | 1 | -4 | 0.9 | 0 | 0.7 | -6 | 34 | 0.9
Cc1cccc(NC(=O)c2ccccc2NC(=O)CCC(=O)O)c1 | 1 | 2 | 1 | 0 | 1.1 | -1 | 1 | -5 | -3 | 1
O=C(c1ccco1)n1nc(-c2ccccc2)nc1SCc1ccccc1 | 0.8 | 17 | 1 | -2 | 0.9 | -3 | 1 | 42 | 0 | 0.8
C#CCNC(=O)c1cc2sccc2n1C | 1.1 | 10 | 1 | 1 | 1.1 | -4 | 1 | -5 | 3 | 0.9
O=C(C1CCCO1)N1CCN(C(=S)Nc2ccc(F)cc2)CC1 (centres undefined) | 1 | 0 | 1 | 56* | 1 | 1 | 0.8 | -3 | 16 | 1
Cc1ccc(C(=O)NCCSC(C)(C)C)cc1[N+](=O)[O-] | 1 | 3 | 1 | -7 | 0.9 | -1 | 0.8 | -9 | 18 | 1
Cc1cc(OCC(=O)N2CCCC2)ccc1Cl | 1 | 15 | 1 | -6 | 0.9 | -2 | 0.9 | -13 | 7 | 0.8
N#CC(c1ccc(Cl)cc1)c1nc2ccccc2nc1C(F)(F)F (centres undefined) | 0.9 | 11 | 1 | 3 | 0.9 | -4 | 0.9 | -5 | 6 | 0.9
COc1ccc(/C=N/NC(=S)NC2CCS(=O)(=O)C2)cc1 (centres undefined) | 0.8 | 8 | 1 | -2 | 0.9 | 2 | 0.8 | -16 | 18 | 0.9
Cn1c(=O)oc2cc(S(=O)(=O)NCCCN3CCCC3=O)ccc21 | 1 | -10 | 1.1 | -4 | 1.1 | -5 | 1 | 6 | 1 | 1.1
O=C1NC(c2ccco2)Nc2sc3c(c21)CCN(Cc1ccccc1)C3 (centres undefined) | 1 | 18 | 1 | 1 | 1 | 3 | 1 | 0 | 0 | 0.8
COc1ccc(-n2ncc3c(NCc4ccccn4)ncnc32)cc1 | 0.8 | 17 | 1 | -4 | 0.8 | -2 | 1 | -7 | 0 | 0.8
Cc1nn(C)cc1S(=O)(=O)N1CCN(Cc2cccc(Cl)c2)CC1 | 0.9 | 21 | 1.1 | 11 | 0.9 | -9 | 1 | -13 | -4 | 0.8
O=C1COc2ccc(C(=O)c3ccccc3C(=O)O)cc2N1 | 1.1 | 10 | 1 | -3 | 1 | 0 | 1.1 | -7 | -5 | 0.9

Source: PubChem BioAssay

This is a random part of the collection (roughly 10% active in at least one column).
